FLuc counter – inhibits or activates purified firefly luciferase, miR-21 counter-screen; purified FLuc, Km substrates, luminescence inhibition; Potency, µM (top dose mostly 57.5 µM), without a hit: at the top dose activity change, negative = inhibition, most hits filed as inhibitors; 360,000 compounds, 6.9% hits; AID 588342;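 note: plate controls were vehicle for no effect and reference inhibitor for full effect; nearly all actives have a fitted effect of over 55% in size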
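Purified P. pyralis luciferase, 10 nM final, with Km-level 10 uM D-luciferin and 10 uM ATP in 50 mM Tris acetate pH 7.5, 10 mM Mg acetate, 0.01% Tween-20, 0.05% BSA; 6-point qHTS titration about 60 µM downward; luminescence read.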
ELG1 genotox – induces genotoxicity in HEK293T cells with luciferase-tagged ELG1; 330,000 compounds, 1.3% hits; Potency, µM (highest dose often 46 µM), for the others: top-dose activity change, positive = activation, actives largely listed as activators; HEK293T ELG1-luciferase reporter, luminescence, 16 h; note: % of control where 0% means no effect; nearly all actives have a fitted effect of over 60% in size
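16 hr compound incubation (37 °C, 5% CO2) of HEK293T cells carrying luciferase-tagged ELG1; luciferase then measured by ONE-Glo luminescence after 30 min at RT.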
MBNL1-CUG inh – inhibitors of human MBNL1 binding to CUG repeat RNA; Q9NR56; TR-FRET MBNL1-His/biotin-(CUG)12 binding, 665/545 ratio; Potency, µM (titrated, usually from 57.5 µM), for the others: at the highest dose activity change, negative = inhibition, hits mostly inhibitors; 280,000 compounds, 0.036% hits; active = well fitted inhibition curve with a large enough effect in the signal ratio, with a control signal flat, not every such curve was filed as active; inconclusive = small, poorly fitted or top-dose-only effect, or effect the other way, or a change in a side signal; inactive = no such curve, though single readings can be large or run the other way; the % refers to the signal ratio; note: % is set by controls: 0 for no effect and ±100 for the full control effect
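His-tagged MBNL1 binding to biotinylated (CUG)12 RNA was measured by TR-FRET using terbium anti-His antibody (0.055 ng/ul final) and streptavidin-XL665 (5 nM final). Compounds were titrated 92 nM to 58 uM; 60 min at room temperature.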
NPC1 promoter act – activators of NPC1 promoter; 320,000 compounds, 2.4% hits; AID 485313; Potency, µM (doses to about 9.22 µM), for inactives: at the top dose activation, usual class: activators; Huh7 NPC1 promoter luciferase reporter, 24 h;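 note: % of control where 0% means no effect; nearly all actives have a fitted effect of over 60% in size; reporter is driven by a mutant NPC1 promoter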
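Stable NPC1-promoter luciferase Huh7 line; cpd (DMSO) 24 h, 37 °C, 5% CO2; Amplite luciferase reagent 10 min RT; luminescence readout. qHTS format.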
Rab9 promoter act – Rab9 promoter activation | Huh7 Rab9 promoter-luciferase reporter, luminescence, 24 h | Potency, µM (doses to about 9.22 µM), for inactives: at the highest dose activation, negative = inhibition, usual class: activators | 320,000 compounds, 2.8% hits; note: % of control where 0% means no effect; nearly all actives have a fitted effect of over 60% in size
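Quantitative HTS format; Huh7 Rab9-luciferase reporter cells (1500/well) receive compound 2 h post-plating, incubate 24 h at 37 °C, then get luciferase reagent for 10 min before luminescence reading.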
p53 reactivator – re-activators of mutant p53 | H1299 p53-A138V BP100-luciferase reporter, luminescence, 24 h | Potency, µM (series often up to 92.2 µM), without a hit: top-dose activity change, positive = activation, usual class: activators | 320,000 compounds, 0.063% hits; note: % of control where 0% means no effect; nearly all actives have a fitted effect of over 45% in size
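p53-null H1299 cells stably carrying temperature-sensitive p53-A138V and a BP100-luciferase reporter were pinned with compounds (4-point, 1:5 series) and held 24 hrs at 37 deg C. Luminescence was read 10 min after detection reagent.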
MLL CXXC-DNA inh – blocks binding of human MLL CXXC domain to DNA. Q03164. MLL-CXXC / FITC-HOXA9 DNA fluorescence polarization. Potency, µM (titrated, usually from 115 µM), without a hit: top-dose activity change, negative = inhibition, actives largely listed as inhibitors. 290,000 compounds, 0.037% hits. AID 2662; active = well fitted inhibition curve with a large enough effect in the polarisation, with a control signal flat, not every such curve was filed as active; inconclusive = small, poorly fitted or top-dose-only effect, or effect the other way, or a change in a side signal; inactive = no such curve, though single readings can be large or run the other way; the % refers to the polarisation
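Fluorescence polarization: 7 uM MLL-CXXC (stock) preincubated 5 min with compounds, then 50 nM fluorescein-HOX-A9 DNA (stock) added; 30 min ambient. Buffer 50 mM Tris-HCl pH 7.5, 50 mM NaCl, 1 mM DTT, 0.05% BSA.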
VP16 counter – inhibits Gal4-VP16 luciferase reporter, ROR gamma counter-screen; Drosophila S2 Gal4-VP16 UAS-luciferase, luminescence, 20 h; Potency, µM (top dose mostly 53.6 µM), without a hit: at the top dose activity, negative = inhibition, usual class: inhibitors; 310,000 compounds, 3.5% hits;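 note: Gal4-VP16 expression switched on by copper sulfate through the metallothionein promoter; % is set by controls: 0 for no effect and ±100 for the full control effect; nearly all actives have a fitted effect of over 50% in size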
BRCA1 expr up – activators of BRCA1 expression; MCF7-BRCA1-FFLuc reporter, luminescence, 48 h; response scale: scaled: vehicle 0%, 10 µM genistein 100%; Potency, µM (doses to about 46.1 µM), without a hit: top-dose activation, hits mostly activators; 380,000 compounds, 1.1% hits; AID 624202; note: nearly all actives have a fitted effect of over 80% in size; some results filed as inactive show a strong effect at the top dose
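MCF7-BRCA1-FFLuc cells, 2000/well in phenol-red-free MEM, attached 2 h then treated 48 h at 37 C. Luciferase luminescence read 15 min after reagent; normalized to genistein maximum activation (10microM) and DMSO, concentration-response fitted.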
RORgamma inh – blocks mouse ROR gamma transcriptional activity | Drosophila S2 Gal4-RORgamma UAS-luciferase reporter, 20 h | Potency, µM (series often up to 53.6 µM), for the others: top-dose activity change, negative = inhibition, hits mostly inhibitors | AID 2551 | P51450 | 310,000 compounds, 5.4% hits; note: % is set by controls: 0 for no effect and ±100 for the full control effect; nearly all actives have a fitted effect of over 60% in size
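Luciferase reporter read in Schneider cells carrying Gal4-RORγ (mouse) and UAS-Photinus luciferase; cells given compound 1 h before 700 uM copper sulfate induction, then incubated 20 h at ambient temperature.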
uPA generation – cell surface uPA generation inhibition. cell surface uPA generation assay, qHTS. 330,000 compounds, 0.31% hits. Potency, µM (top dose mostly 38.3 µM), for the others: at the top dose activity change, negative = inhibition, actives largely listed as inhibitors; active = well fitted inhibition curve with a large enough effect; inconclusive = small, poorly fitted or top-dose-only effect; inactive = no such curve, though single readings can be large or run the other way; tested in mouse RAW 264.7 cells; note: % is set by controls: 0 for no effect and ±100 for the full control effect; nearly all actives have a fitted effect of over 55% in size
Active calls of the source: *; ? = inconclusive; . = not tested or not shown; & = joins results of further samples; [ ] = another dose, or the depositor's remark. Unless noted, calls come from the whole dose curve; as a rule, active = well fitted curve in the direction sought with a large enough effect; inconclusive = small, poorly fitted or top-dose-only effect, or another doubt; inactive = no such curve, though single readings can be large; an effect the other way counts as inactive or inconclusive. Potency is the fitted concentration of half-maximal effect.

SMILES	FLuc counter	ELG1 genotox	MBNL1-CUG inh	NPC1 promoter act	Rab9 promoter act	p53 reactivator	MLL CXXC-DNA inh	VP16 counter	BRCA1 expr up	RORgamma inh	uPA generation
CCOc1ccc(NC(=O)CC2C(=O)NCCN2C(=O)Nc2ccccc2)cc1 (configuration not stated)	5%	1%	-6%	-3%	4%	11%	8%	-6%	0%	8%	0%
COc1ccc(S(=O)(=O)NNC(=O)Nc2ccc(C)cc2)c(OC)c1	2%	1%	-3%	-4%	-1%	7%	2%	0%	-2%	-10%	-1%
Nc1ccccc1-c1nnc(SCc2ccccc2Cl)[nH]c1=O	-14%	2%	14%	0%	-4%	9%	-23%	7%	35%	36%	.
CC(=O)Nc1cccc(-n2nnc(SCC(N)=O)n2)c1	0%	-3%	4%	0%	-1%	-1%	3%	-4%	9%	0%	-6%
O=C(CCC1CCCCC1)Nc1c2c(nn1-c1ccc(F)cc1)CS(=O)C2 (configuration not stated)	0%	0%	-13%	-1%	7%	-2%	2%	-4%	-6%	?	0%
O=S(=O)(CC(CN1CCCC1)N1CCCC1)c1ccc2ccccc2c1 (configuration not stated)	4%	-11%	4%	-25%	-23%	-34%[inhibitor]	4%	11µM*	-61%	?	1%
NNC(=O)CNC(c1ccccc1)c1cc(Br)ccc1NC(=O)CCN1CCOCC1 (configuration not stated)	-1%	1%	11%	2%	1%	-11%	-6%	?	-24%	0%	-6%
CCc1cccc(OCCCN2C(=O)NC(C)(C)C2=O)c1	0%	0%	0%	3%	8%	-1%	4%	9%	2%[1.84 µM]	-12%	5%
CCC(CC)c1nnc(NC(=O)CS(=O)(=O)c2ccccc2)s1	-14%	3%	0%	-5%	-1%	3%	9%	20%	-18%	-39%	0%
CCOC(=O)N=S(=O)(Oc1ccc([N+](=O)[O-])cc1)c1ccc(Cl)cc1 (configuration not stated)	1%	0%	?	-2%	1%	1%	1%	-8%	39%	19%	2%
Cc1cc(C2=NNC(=NC3CC3)SC2)c(C)n1-c1c(C)n(C)n(-c2ccccc2)c1=O	-6%	-3%	-26%	6%	-12%	?	-2%	-2%	1%	?	0%
O=[N+]([O-])c1ccc2c(c1)nnn2-c1ccccc1	-1%	5%	?	2%	-1%	5%	2%	24%	74%	5%	0%
Cc1ccc(S(=O)(=O)N2CCN(C(=O)c3ccnn3C)CC2)cc1C	5%	-3%	-2%	-2%	18%	19%	12%	-9%	-15%	-20%	-1%
CN1CCN(NC(=O)c2cccc(Br)c2)CC1	-1%	0%	5%	1%	-2%	12%	6%	0%	2%	7%	-5%
CC1CCCC(C)N1C(=O)COc1ccccc1F (configuration not stated)	-2%	-2%	-5%	1%	0%	19%	-14%	7%	2%	-1%	2%
COC(=O)c1cccc(C23CC4(C2)[C@H](CN(Cc2ccc(C(F)(F)F)cc2)[C@@H]4c2ccccc2)C3c2ccc(C(F)(F)F)cc2)c1 (some centres not stated)	0%	0%	-4%	-9%	-8%	15%	11%	-13%&5%	-36%	-17%&-18%	-7%
CS(=O)(=O)Nc1ccc(C2=NN(S(C)(=O)=O)C(c3ccc4nccnc4c3)C2)cc1 (configuration not stated)	-14%	7%	4%	-1%	12%	8%	-5%	-2%	0%	34%	-2%
CSCCC(NC(=O)c1occc1C)C(=O)O (configuration not stated)	0%	0%	3%	-2%	-5%	10%	2%	2%	-4%	6%	5%
Nc1c(N(Cc2ccco2)C(=O)COc2ccccc2)c(=O)[nH]c(=O)n1Cc1ccccc1	-1%	0%	.	-5%	-4%	-6%	.	.	-19%	.	15%
COc1ccc(NC(=O)c2ccc(=O)oc2)cc1	?	0%	-9%	17%	7%	?	12%	0%	26%	?	0%
COc1ccc(CC2(CO)CCN(Cc3ccncc3)CC2)cc1	5%	-5%	4%	-2%	-1%	-1%	-1%	0%	-3%	-22%	-2%
COc1ccc(N=C2C(=Nc3ccc(OC)cc3)N(c3ccc(OC)cc3)C(=S)N2c2ccccc2)cc1	-15%	?	-3%	-3%	11%	?	-1%	23%	36%	14%	4%
CCN(CC)CCNC(=O)Cn1c(C)cc2ccccc2c1=O	1%	5%	2%	-3%	-4%	2%	0%	2%	-3%	1%	6%
c1cc2c3c(cccc3c1)NC1(CCC3(CC1)Nc1cccc4cccc(c14)N3)N2	-19%	-8%	7%	0%	-2%	-16%	?	-26%	-83%	18%	-1%
CN(C(=O)CSc1ccncc1)C1CCCN(Cc2ccccc2F)C1 (configuration not stated)	3%	-1%	-8%	-5%	3%	-13%	16%	4%	-18%	27%	4%
Cn1nc(CSc2ccccc2)c(C=O)c1Cl	?	5%	-1%	16%	22%	?	0%	-20%	12%	-1%	-3%
Cc1cc(C)n(CCNC(=O)C2CCC(=O)N(Cc3ccc(Cl)cc3)C2)n1 (configuration not stated)	0%	1%	-1%	1%	0%	10%	8%	1%	-5%	-12%	-2%
COc1ccc(CCNC(=O)C2CCN(S(=O)(=O)c3cccc4nonc34)CC2)cc1OC	1%	2%	?	0%	-5%	5%	-2%	4%	-1%	6%	2%
COC(=O)\C(C(C)=O)=C(/C=C/C=C/N(C)C)N(C)C	6%	2%	9%	1%	-3%	6%	2%	6%	-9%	2%	2%
CCOc1ccc(NC(=S)N(CCOC)C2CCN(C(C)C)CC2)cc1	-2%	-2%	-10%	-1%	-3%	-2%	-1%	9%	9%	-10%	4%
NC1=NC(=Nc2cccc(S(N)(=O)=O)c2)c2ccccc21	-4%	10%	.	-7%	1%	6%	0%	0%	-20%	-19%	-8%
Cc1nc(N2CCN(C(=O)c3ccco3)CC2)c2c3c(sc2n1)CCCC3	-1%	-8%	3%	-1%	3%	-14%	-2%	-1%	-34%	-15%	-18%
CC(=O)Nc1cccc(C(=O)OC(C)C(=O)N2CCc3ccccc32)c1 (configuration not stated)	3%	0%	.	2%	-3%	-5%	.	.	4%	.	2%
CN(C)c1nc(N(C)C)n(C(=O)c2cccs2)n1	0%	0%	-3%	-6%	0%	-3%	?	3%	0%	13%	-5%
O=C1c2ccccc2CCC1C(O)c1ccccn1 (configuration not stated)	15µM*	-2%	0%	6%	10%	?	0%	12%	33%	-17%	-4%
CCOC(=O)C1CCCC(NS(=O)(=O)c2ccc(NC(C)=O)cc2)C1 (configuration not stated)	-2%	0%	-1%	-5%	-1%	-18%	5%	0%	-5%	0%	2%
O=C(NC1CCCC1)C1CCCN1C(=O)Nc1ccccc1 (configuration not stated)	1%	2%	-2%	-5%	2%	2%	-1%	19%	3%	-11%	-3%
Cc1cc(NC(=O)C2CC(=O)N(c3ccccc3C)C2)no1 (configuration not stated)	-3%	3%	3%	-4%	5%	16%	-7%	0%	-6%	4%	-9%
N#CCN1C(=O)NC2(CCCc3sccc32)C1=O (configuration not stated)	0%	11%	5%	1%	-1%	3%	11%	-14%	-7%	-3%	4%
CC(C)(C)c1ccc(-c2noc(C(=O)NN)n2)cc1	?	1%	-6%	23%	18%	2%	-5%	-28%	0%	10µM*	2%

The last 2 compounds of the section above open the next one.
SMILES	FLuc counter	ELG1 genotox	MBNL1-CUG inh	NPC1 promoter act	Rab9 promoter act	p53 reactivator	MLL CXXC-DNA inh	VP16 counter	BRCA1 expr up	RORgamma inh	uPA generation
N#CCN1C(=O)NC2(CCCc3sccc32)C1=O (configuration not stated)	0%	11%	5%	1%	-1%	3%	11%	-14%	-7%	-3%	4%
CC(C)(C)c1ccc(-c2noc(C(=O)NN)n2)cc1	?	1%	-6%	23%	18%	2%	-5%	-28%	0%	10µM*	2%
COC(=O)c1cc(-c2ccc(OC)cc2)on1	8.5µM*	1%	-5%	-1%	-7%	0%	0%	-13%	0%	-28%	-2%
CCn1cc(CN2CCC(C(=O)Nc3cccc(-c4cscn4)c3)CC2)cn1	4%	-4%	-4%	2%	3%	5%	8%	-1%	-2%	-1%	9%
Cc1cc2ncn(C3CC(=O)N(C)C3=O)c2cc1C (configuration not stated)	2%	2%	2%	2%	10%	1%	3%	-8%	-2%	-4%	5%
O=C(Cn1c(NCCO)nc2ccccc21)c1ccc(Cl)cc1Cl	0%	-2%	4%	-3%	-2%	-7%	0%	-4%	-55%	6%	1%
Cn1c(CCNC(=O)c2ccccc2F)nnc1SCc1nc2ccccc2c(=O)[nH]1	-1%	3%	-2%	0%	10%	-2%	-3%	22%	-17%	-25%	17%

Bioassay records as filed in PubChem.

Only part of the results is shown; count on the stated rates, not on these rows.
